GSK3B inh – human GSK3beta kinase inhibitors, primary screen, biochemical, cell-free homogeneous, HTS. Glycogen synthase kinase-3 beta (Homo sapiens), P49841. GST-GSK3beta kinase, ADP-Glo luminescence, 60 min; active compounds read low. activity score (negative = inhibition), % at 10 µM. 300,000 compounds, 0.038% hits;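 active means more than half of replicate wells score below -50%, meaning over 50% inhibition versus plate controls; inconclusive means some replicates but at most half score below -50%; inactive means no replicate scores below -50%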;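 further: 0% = median DMSO wells and -100% = median GW8510 positive control wells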
Target sequence (P49841 whole entry, looked up): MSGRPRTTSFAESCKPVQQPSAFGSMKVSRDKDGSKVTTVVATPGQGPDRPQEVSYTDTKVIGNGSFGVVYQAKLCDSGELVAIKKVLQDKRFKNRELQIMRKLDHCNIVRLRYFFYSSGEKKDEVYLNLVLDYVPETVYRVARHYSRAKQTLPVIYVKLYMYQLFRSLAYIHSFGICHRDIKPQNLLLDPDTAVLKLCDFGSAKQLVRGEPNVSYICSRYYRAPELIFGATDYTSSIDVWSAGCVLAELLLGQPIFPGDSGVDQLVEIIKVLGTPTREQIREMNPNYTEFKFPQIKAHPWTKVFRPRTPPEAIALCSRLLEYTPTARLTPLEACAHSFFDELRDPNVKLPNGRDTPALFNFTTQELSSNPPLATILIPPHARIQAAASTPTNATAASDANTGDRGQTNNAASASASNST
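Test system: GST-tagged human GSK3beta kinase, cell-free; evaluation: activity score scaled between in-plate DMSO and GW8510 controls; measured by: ADP-Glo luminescence; incubation: 60 min reaction, RT; benchmarks: DMSO and 20 µM GW8510; reagent: peptide substrate plus 25 µM ATP (final); medium: Tris/MgCl2 kinase buffer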
DYRK1A inh – rat Dyrk1A kinase inhibitors, primary screen, biochemical, single point, plate reader; Dual specificity tyrosine-phosphorylation-regulated kinase 1A (Rattus norvegicus), Q63470; ADP-Glo luminescence, NFATc1 peptide; inhibition, % at 12.5 µM; 310,000 compounds, 0.43% hits; in the data active means inhibition above about 50%;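 further: plate controls were vehicle with enzyme for no effect and no enzyme for full effect; many of its hits are not listed in these tables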
GSK3 alpha inh – blockers of GSK3A enzyme activity – biochemical, luminescence, cell-free homogeneous, HTS, primary screen. AID 2650, 2010. GSK-3 alpha kinase, ADP-Glo luminescence, 60 min. Glycogen synthase kinase-3 alpha (Homo sapiens), P49840. inhibition, % at 10 µM. 320,000 compounds, 0.1% hits;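 in the data active means inhibition above about 50%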;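 further: GST-tagged GSK-3 alpha with peptide substrate and 25 µM ATP; 0% = DMSO neutral wells and 100% = GW8510 positive control wells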
HSF1 inhib – HSF1 inhibitors in luciferase reporter cells, primary screen, cell-based, NIH3T3, luminescence; NIH3T3-HGL HSE-luciferase, MG132-induced, luminescence 8 h; active compounds read low; activity change, negative = inhibition, % at 7.5 µM (by protocol); 300,000 compounds, 0.77% hits;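 active means more than half of replicate wells show activity change below -50%, luminescence cut by over half; inconclusive means some wells, but at most half, below -50%; inactive means no replicate well below -50%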;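 further: luciferase reports HSF-1 transcriptional activity via heat shock element; 0% = median of DMSO wells and -100% = zero luminescence signal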
Platelet DG rel – inhibitors of platelet dense granule secretion, primary screen, cell-based, MLPCN, human platelets. human platelet-rich plasma, SFLLRN dense granule ATP release, luminescence. inhibition, %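 (compounds screened at 7.5 µM in platelet-rich plasma)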. 300,000 compounds, 0.22% hits;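 active means mean replicate score, as percent of positive control, at or above 50; inconclusive means mean below 50 but at least one replicate at or above 50; inactive means mean and every replicate below 50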
HDAC3 inhib – HDAC3 deacetylase inhibitors, primary screen, biochemical, fluorescence, cell-free homogeneous; AID 2718, 2010; Histone deacetylase 3 (Homo sapiens), O15379; recombinant HDAC3, fluorogenic peptide/trypsin coupled; 320,000 compounds, 0.15% hits; inhibition, % at 8.3 µM; in the data active means inhibition above about 26%, passing the limit was not always enough; inconclusive means no clear call, values can overlap the other calls
Target sequence (O15379 whole entry, looked up): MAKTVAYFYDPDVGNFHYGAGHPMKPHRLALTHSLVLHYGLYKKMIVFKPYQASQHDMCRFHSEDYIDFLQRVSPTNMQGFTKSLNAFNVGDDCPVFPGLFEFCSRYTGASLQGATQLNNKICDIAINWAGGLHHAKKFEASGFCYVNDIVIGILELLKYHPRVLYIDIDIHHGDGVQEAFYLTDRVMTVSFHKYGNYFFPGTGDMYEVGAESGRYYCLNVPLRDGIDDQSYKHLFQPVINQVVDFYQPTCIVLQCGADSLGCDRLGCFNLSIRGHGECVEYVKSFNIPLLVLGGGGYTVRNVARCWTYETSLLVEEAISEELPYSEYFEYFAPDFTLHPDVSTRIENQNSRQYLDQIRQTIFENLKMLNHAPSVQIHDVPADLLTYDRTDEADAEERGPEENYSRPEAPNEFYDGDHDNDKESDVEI
AI-2 QS modul – Vibrio harveyi AI-2 quorum sensing modulators, primary screen, JMH597 strain, luminescence/OD600 ratio; 300,000 compounds, 0.4% hits; activity change, % at 7.5 µM; AID 2094, 2009; Vibrio harveyi JMH597 AI-2 luminescence/OD600 ratio, 9 h; active compounds read low; strain lacks LuxN and CqsS sensors; 0 = neutral-control median; in the data active means activity change below about -75%, passing the limit was not always enough; inconclusive means no clear call, values can overlap the other calls;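 further: luminescence divided by OD600 gain over 9 h not by final OD600 alone; inactives centre near 13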
HSF1 activator – HSF-1 activators, primary screen, NIH3T3-HGL cells, MG132 stress, luminescence, single point; NIH3T3-HGL HSF-1 luciferase reporter, 8 h; 100% = twice DMSO control signal; activation, % at 9 µM; 300,000 compounds, 1.7% hits; AID 504408, 2011;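 active means mean replicate activation of at least 50% with a set share of replicates each reaching 50%; inconclusive means only one of those two conditions met; inactive means mean below 50% and too few replicates reaching it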;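 further: 0% = median of the neutral control wells and 100% = twice that signal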
PolyA inhibitor – polyadenylation inhibitors in yeast reporter cells, primary screen, luminescence, S. cerevisiae | S. cerevisiae SKY197-pL101 polyadenylation reporter, beta-gal luminescence; efflux-impaired pdr1/pdr3 knockout yeast; score 100 = 6 SD above DMSO | calls only at 12 µM | 300,000 compounds, 0.02% hits;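 active means lowest replicate activity score at least 50, where 100 means six control SD above control mean; inconclusive means lowest score under 50 but half or more replicates reach 50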;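 further: yeast exposed to compound for 9 h at 30 °C; higher score means more reporter readthrough which indicates perturbed polyadenylation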
HSP90 refold inh – HSP90 inhibitors, primary screen, cell lysate, luminescence; Rabbit reticulocyte lysate, luciferase refolding luminescence, 3 h; inhibition, % at 5.6 µM; 290,000 compounds, 0.91% hits;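 active means inhibition above the screen-wide mean plus 3 SD, computed separately per campaign, cut at about 16% in these data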;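 further: 0% = DMSO wells and 100% = 60 µM geldanamycin wells; inhibitors lower the luminescence because luciferase stays unfolded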
An asterisk follows results filed as active; i = inactive; ? = inconclusive; nt = not tested or not shown. An excerpt. The share of hits here may be higher or lower than overall.

SMILES | GSK3B inh | DYRK1A inh | GSK3 alpha inh | HSF1 inhib | Platelet DG rel | HDAC3 inhib | AI-2 QS modul | HSF1 activator | PolyA inhibitor | HSP90 refold inh
O=C(NC(C1CC1)C1CC1)C1CCC(=O)N(CCCN2CCCC2=O)C1 (stereo not given) | 1 | -4 | -2 | -4 | -13 | 0 | 3 | 5 | i | -2
Nc1c(C(=O)N2CCOCC2)sc(=S)n1-c1ccccc1 | 0 | 0 | -3 | 2 | -4 | 0 | 14 | -7 | i | -1
O=C(O)C1CCC(CNCc2ccncc2)CC1 (stereo not given) | 0 | -5 | 1 | 2 | -3 | 1 | 12 | 21 | i | 1
CC(Sc1nc(-c2ccccc2)cc(C(F)(F)F)n1)C(=O)O (stereo not given) | 3 | 0 | -7 | -6 | 8 | 3 | 12 | -1 | i | 4
CC(=O)c1ccc(OCCNS(=O)(=O)c2ccc(-n3cnnn3)cc2)cc1 | -2 | -2 | -1 | -1 | -2 | 7 | 27 | 2 | i | -3
COc1ccccc1-c1c(C#N)c(N)nc2c1CCc1ccccc1-2 | -5 | 1 | 1 | 41 | -8 | -7 | 15 | 60* | i | 4
COc1ccc(/C=N\NC(=O)c2cc(O)c(O)c(O)c2)cc1COc1ccc(C(=O)OCC(C)C)cc1 | 1 | -2 | 0 | 8 | 4 | 0 | 46 | 6 | i | -5
CN(C)c1cccc(C(=O)OCC(=O)Nc2ccccc2-c2ccccc2)c1 | 1 | -10 | nt | 3 | -10 | nt | 34 | 5 | i | -1
COc1ccc(-c2nnc(SCC(=O)NC3CCCCC3)o2)cc1OC | 5 | 11 | nt | -4 | -1 | 8 | 5 | 0 | i | 0
NS(=O)(=O)c1ccc(NC(=O)COc2ncnc3c2cnn3-c2ccccc2)cc1 | 0 | 1 | -1 | -6 | 9 | 4 | 5 | -13 | i | -2
O=C(O)COc1ccc(/C=C/c2nc3ccc([N+](=O)[O-])cc3s2)cc1 | 0 | 87* | -2 | 1 | -3 | 4 | 13 | -3 | i | -1
CCc1ccc(OCC(=O)N(Cc2cccs2)C2CCS(=O)(=O)C2)cc1 (stereo not given) | 1 | -2 | -2 | 6 | -2 | 0 | 2 | 9 | i | -1
COc1ccc(S(=O)(=O)N2CCOCC2)cc1NC(=O)Cc1sc(C)nc1-c1ccc(F)cc1 | 4 | nt | -1 | 5 | 6 | 0 | 7 | 3 | i | nt
CCc1ccc(NC(=O)CSc2nc3c(c(=O)n(C)c(=O)n3C)n2C)cc1 | 4 | 4 | nt | -2 | 9 | 4 | 12 | 7 | i | 5
Cc1ccc(OCCn2cc(/C=C(\C#N)C(=O)NCC3CCCO3)c3ccccc32)cc1 (stereo not given) | 1 | 3 | 0 | 9 | 1 | -3 | 14 | 14 | i | -1
CC(C)(C)OC(=O)N1CC=C2C(C#N)=C(N)C(C#N)(C#N)[C@H](c3cccnc3)[C@H]2C1 | nt | 11 | 12 | -1 | 20 | -2 | nt | 0 | i | -1
COc1ccc(S(=O)(=O)NCc2cccnc2)cc1Br | 2 | nt | 0 | -7 | 12 | -5 | 41 | -7 | i | -2
O=C(NCCN1CCOCC1)c1ccc2ccccc2c1 | 1 | -1 | nt | 6 | -8 | -5 | 10 | 7 | i | -3
CCCCCCSc1cc(-c2nc3ccc(Cl)cn3c2NC2CCCCC2)ccc1OC | 4 | -10 | nt | 9 | -1 | 2 | 10 | 14 | i | nt
O=C(Nc1nc(-c2ccccc2)cs1)c1cccc(S(=O)(=O)N2CCN(Cc3ccccc3)CC2)c1 | 1 | 3 | 0 | 0 | 5 | -4 | 24 | -3 | i | 2
CC(C)CNC(=O)COC(=O)c1ccc(Cl)c(S(=O)(=O)N2CCc3ccccc32)c1 | -1 | -5 | -2 | -5 | -1 | 1 | 19 | -17 | i | 3
Cc1ccc(/C=N/NC(=O)C(O)c2ccccc2)o1 (stereo not given) | -6 | nt | -1 | -1 | ? | 1 | 9 | 0 | i | 2
CCCOc1ccc(CC(=O)N/N=C\c2ccc(F)cc2)cc1 | -1 | 0 | -1 | -45 | -1 | 3 | -1 | -56 | i | 3
Cc1cc(C)c2cc(CN(Cc3ccco3)C(=S)NCC3CCCO3)c(=O)[nH]c2c1 (stereo not given) | 0 | -5 | 2 | 193 | -3 | -4 | 17 | 299* | i | 0
COc1ccc(COc2ccsc2C(=O)Nc2ccc(Cl)cc2)cc1 | 1 | -4 | -1 | 15 | 7 | -4 | 7 | 20 | i | -3
c1ccc(Cc2nnc3sc(-c4ccc5c(c4)OCCO5)nn23)cc1 | 2 | 80* | 8 | -2 | 0 | -6 | 35 | -7 | i | -4
O=C(Nc1ccc(Cc2ccncc2)cc1)c1ccco1 | -1 | -3 | -1 | 7 | -4 | ? | -82* | 42 | nt | 2
O=C(CCC1CCCC1)N1CCN(S(=O)(=O)Cc2ccccc2)CC1 | -5 | -6 | -4 | -5 | -7 | 2 | -5 | -9 | i | -1
CCN(CC)CCNC(C(=O)Nc1ccc([N+](=O)[O-])cc1Br)c1ccccc1 (stereo not given) | -3 | 3 | -1 | -14 | 4 | 6 | 18 | -9 | i | -4
CCCCOC(=O)C1=C(C)NC2(O)c3ccccc3C(=O)C12O (stereo not given) | 0 | -1 | 2 | -2 | -3 | -2 | 25 | -6 | i | 1
O=[N+]([O-])c1cnccc1NC1CCCCC1 | -1 | -3 | -2 | -4 | 1 | 6 | 0 | 1 | i | 3
CC(=O)Nc1ccc(NC(=O)CSc2nc3c([nH]c4ccccc43)c(=O)n2-c2ccccc2F)cc1 | 3 | 6 | 0 | 3 | -4 | -1 | 10 | -4 | i | -2
Cc1cc2n(n1)C(c1sccc1C)Nc1c(C)cccc1-2 (stereo not given) | 1 | 6 | 2 | -10 | -4 | 4 | 15 | -28 | i | 1
O=C(NN1C(=O)/C(=C/c2cccnc2)SC1=S)C(c1ccccc1)c1ccccc1 | -4 | 1 | -1 | -15 | 7 | -1 | 1 | 0 | i | 6
CC1(c2ccc(OC(F)F)cc2)NC(=O)N(CC(=O)Nc2ccc(OC(F)F)cc2)C1=O (stereo not given) | 1 | 2 | -1 | 19 | 3 | 9 | -93* | 0 | i | -3
Cc1ccc(Nc2ccc(NCc3ccccc3)nn2)cc1C | 2 | -6 | -1 | 0 | -9 | 1 | -69 | 29 | i | -2
CN(C)CCNc1nc(-c2ccco2)c2c(c1C#N)CC(C)(C)OC2 | 0 | 16 | -1 | nt | -14 | -9 | 4 | nt | nt | -4
CC1C(=O)N2CCCc3cc(NC(=O)C(=O)NCCc4ccc(F)cc4)cc1c32 (stereo not given) | 3 | -6 | 2 | 7 | -1 | -11 | 4 | 16 | i | nt
CCOC(=O)C1=C(c2ccccc2)Nc2ncnn2C1c1cccc(O)c1 (stereo not given) | -16 | 8 | 36 | 1 | -19 | 2 | 18 | -25 | i | -8
CCOC(=O)C1=C(C)C(c2ccccc2O)NC(=O)N1 (stereo not given) | 1 | 5 | 1 | -4 | -3 | 4 | -2 | -6 | i | 10
CCc1nc2sc3c(c2c(=O)n1N)CC(C)(C)OC3 | 1 | 0 | -2 | -6 | 5 | -3 | 3 | 13 | i | -1
CCc1cc2c(SCC(=O)Nc3cc(C)on3)ncnc2s1 | 1 | -8 | 0 | 0 | 6 | 6 | 18 | -8 | i | 2
COc1ccccc1/C=C/CN1CCN(c2ccccc2)CC1 | 0 | 1 | -5 | 4 | 0 | 2 | 14 | -5 | i | 2
O=C(c1cccc(S(=O)(=O)N2CCOCC2)c1)N(CCO)Cc1ccccc1 | 2 | -3 | 1 | -3 | 1 | 2 | 0 | 0 | i | 1
O=C(Cn1cnc2ccccc21)N1CCc2ccccc21 | 1 | 2 | -1 | 7 | 3 | -2 | 16 | 5 | i | 2
Cc1cc(C(=O)Nc2ccccc2N2CCOCC2)c2ccccc2n1 | 5 | 2 | nt | -5 | -2 | 5 | 20 | 7 | i | -1
CCOC(=O)c1sc(NC(=O)c2ccc(S(=O)(=O)N(C)C)cc2)nc1C | -1 | 0 | 0 | -39 | -16 | -7 | 17 | -52 | i | -3
CCC(=O)NC1(Cc2ccc(O)cc2)CCCCC1 | 2 | -3 | -1 | -2 | -1 | 3 | 13 | -2 | i | 0
Cc1cc(C)c2cc(C(O)c3nnnn3Cc3ccccc3)c(=O)[nH]c2c1 (stereo not given) | -4 | -4 | -3 | -6 | 5 | ? | 15 | -4 | i | 1
CCOc1cc(NC(=O)c2ccccn2)c(OCC)cc1NC(=O)c1ccc(Cl)cc1 | 0 | nt | -1 | -5 | 9 | 5 | 32 | -2 | i | -2
CC(=O)N/N=C(\C)CC(=O)Nc1cccc2c1CCCC2 | 0 | -2 | -3 | 1 | -7 | -4 | 3 | 5 | i | 2
CCOC(=O)C1(CCCc2ccccc2)CCN(C(=O)CCOC)CC1 | 4 | -6 | -4 | 10 | 4 | -6 | 5 | 9 | i | 1
O=C(NC1CC1)C1CC(=O)N(c2ccc(F)cc2)C1 (stereo not given) | 4 | 2 | -1 | -2 | -6 | -3 | 6 | -9 | i | -1
COc1ccc(Br)c(C(=O)NCC2CCCCC2)c1 | nt | -3 | 0 | 0 | -1 | -1 | nt | 0 | i | -3
CCN(CC(=O)Nc1ccccc1OC)C(=O)C1CC2C=CC1C2 (stereo not given) | 2 | 1 | -2 | 1 | -5 | 2 | 22 | 46 | i | -3
COCCCNC(=O)C1CCN(c2nc(C)cc(C)n2)CC1 | 1 | -3 | 1 | 4 | -7 | 1 | 16 | 37 | i | 2

Screening results (PubChem BioAssay)
